MITF TRPM1 HTS: activators of MITF-driven TRPM1 promoter reporter, primary screen, cell-based, SK-MEL-5, luciferase, single point | SK-MEL-5 TRPM1-promoter luciferase, 24 h; % of positive control, neutral wells = 0 | activation, % at 12.5 µM | actives 0.75% (n = 300,000) | AID 588334, 2011;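 active = mean activation of at least 80% with every replicate also reaching 80%; inconclusive = mean reaches 80% but some replicate falls short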;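 also: 0% = neutral control wells and 100% = parthenolide positive control wells; values of inactives mirror those of a sister screen read the other way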
Wnt act: Wnt/beta-catenin pathway activators, primary screen, cell-based, plate reader, single point; Wnt/beta-catenin reporter cell assay, activator; activation, % at 9.35 µM; actives 1.2% (n = 300,000); AID 743398, 2014; in the data active = activation above about 30%, passing the limit was not always enough; inconclusive = no clear call, values can overlap the other calls;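 also: 0% = neutral control wells and 100% = positive control wells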
PvdQ inh: P. aeruginosa PvdQ acylase inhibitors, primary screen, biochemical, fluorescence, plate reader and imaging, single point; AID 488965, 2010; inhibition, % at 10 µM; purified PvdQ acylase; actives 0.063% (n = 340,000); PvdQ acylase [Pseudomonas aeruginosa LESB58]; in the data active = inhibition above about 30%, passing the limit was not always enough; inconclusive = no clear call, values can overlap the other calls;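 also: 0% = vehicle neutral wells and 100% = reference inhibitor wells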
CDK5 inh: inhibitors of human CDK5/p35 kinase, primary screen, biochemical, single concentration | Recombinant CDK5/p35, ADP-Glo luminescence, 60 min | AID 488839, 2010 | actives 0.01% (n = 330,000) | inhibition, % at 10 µM | Cyclin-dependent kinase 5 (Homo sapiens) + Cyclin-dependent kinase 5 activator 1 (Homo …;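 active = highest replicate inhibition of at least 50% and at least 75% of replicates reaching 50%; inconclusive = only one of the two criteria met; inactive = both criteria failed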;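 also: plate controls were DMSO neutral control for no effect and GW8510 at 10 µM for full effect; many of its hits are not listed in these tables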
HTR5A ag ctr: HTR5A agonists in luminescence cell assay, primary screen, counter-screen for OPRM1-OPRD1 heterodimer agonist project, full-deck HTS; cell-based; activation, % at 9.3 µM; actives 0.61% (n = 340,000); in the data active = activation mostly above about 9.5%, no sharp cut-off; inactive = mostly below about 7.6%;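 also: 0% = cells with vehicle only and 100% = reference agonist; strong numbers were not always called active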
Target sequence (P47898 whole entry, looked up): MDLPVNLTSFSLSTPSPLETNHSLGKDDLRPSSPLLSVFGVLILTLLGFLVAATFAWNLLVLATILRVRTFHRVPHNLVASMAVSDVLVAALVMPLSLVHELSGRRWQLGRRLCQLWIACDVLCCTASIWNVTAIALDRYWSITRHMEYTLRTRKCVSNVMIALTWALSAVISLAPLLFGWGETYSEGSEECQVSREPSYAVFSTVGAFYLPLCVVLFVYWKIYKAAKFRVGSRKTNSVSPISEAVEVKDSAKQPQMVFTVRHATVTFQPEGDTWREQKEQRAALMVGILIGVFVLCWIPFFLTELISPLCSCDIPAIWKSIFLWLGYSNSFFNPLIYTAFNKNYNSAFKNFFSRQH
SR-BI DiI-HDL act: activators of SR-BI mediated DiI-HDL uptake, primary screen, ldlA[mSR-BI] CHO cells, DiI fluorescence | 3 h; 100 = double the neutral-control signal | activation, % at 12.5 µM | actives 0.096% (n = 320,000);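 active = mean replicate activation of at least 60% and every replicate at or above 60%; inconclusive = mean or all-replicate condition met, but not both; inactive = mean below 60% and not all replicates reaching 60%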;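 also: 0% = median plate neutral-control signal and 100% = twice that signal; values of inactives mirror those of a sister screen read the other way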
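system = CHO ldlA[mSR-BI] cells, LDL receptor-null, SR-BI overexpressing | medium = Ham's F12 with 0.5% BSA, HEPES 25 mM, pH 7.4 | probe or stimulus = DiI-HDL 10 µg/mL | compound dosing = single-point compound dose | incubation = compound exposure 3 h, 37 °C | technique = DiI fluorescence, bottom read | read-out = cell-associated DiI fluorescence as measure of HDL uptake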
dFosB act: activators of delta FosB homodimer, primary screen, biochemical, fluorescence polarization, TAMRA-CDK5 oligo, single point | activation, % at 25 µM | actives 0.99% (n = 340,000) | purified delta FosB; percent of positive-control signal above neutral wells | AID 493131, 2011 | Protein FosB (Mus musculus), P13346;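 active = mean activation above about 17%, with every replicate also reaching it, limit read from the data, passing the limit was not always enough; inconclusive = only one of the two conditions met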;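 also: fluorescence polarization rise as delta FosB binds a TAMRA Cdk5 AP-1 oligo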
Target sequence (P13346 whole entry, looked up): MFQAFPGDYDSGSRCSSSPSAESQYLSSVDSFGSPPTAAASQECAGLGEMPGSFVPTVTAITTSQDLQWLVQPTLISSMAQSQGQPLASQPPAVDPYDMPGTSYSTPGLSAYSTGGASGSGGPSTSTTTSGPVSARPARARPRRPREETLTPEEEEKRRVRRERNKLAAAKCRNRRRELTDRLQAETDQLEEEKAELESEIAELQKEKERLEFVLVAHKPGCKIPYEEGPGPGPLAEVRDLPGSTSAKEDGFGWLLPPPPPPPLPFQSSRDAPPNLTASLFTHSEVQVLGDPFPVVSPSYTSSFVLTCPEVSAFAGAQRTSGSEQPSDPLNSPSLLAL
Rtt109 HAT inh: inhibitors of C. albicans Rtt109/Vps75 HAT, primary screen, biochemical, ThioGlo CoA-SH fluorescence, plate reader. actives 0.16% (n = 330,000). Histone acetyltransferase RTT109 (Candida albicans (strain SC5314 / ATCC MYA-2876)), …. purified Rtt109/Vps75, 4 h. inhibition, % at 34.9 µM;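 active = inhibition of at least 50% in every replicate; inconclusive = best replicate reaches 50% inhibition but some replicates fall short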
Target sequence (Q5AAJ8 whole entry, looked up): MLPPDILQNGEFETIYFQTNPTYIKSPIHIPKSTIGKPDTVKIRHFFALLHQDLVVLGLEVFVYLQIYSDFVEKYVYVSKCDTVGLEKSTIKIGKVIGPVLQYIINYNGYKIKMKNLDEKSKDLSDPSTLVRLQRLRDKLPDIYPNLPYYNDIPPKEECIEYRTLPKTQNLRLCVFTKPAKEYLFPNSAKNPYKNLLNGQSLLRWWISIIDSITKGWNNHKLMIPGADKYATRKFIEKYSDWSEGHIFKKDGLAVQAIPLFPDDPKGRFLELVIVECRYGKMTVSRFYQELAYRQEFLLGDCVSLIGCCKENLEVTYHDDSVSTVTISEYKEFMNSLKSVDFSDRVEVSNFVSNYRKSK
SR-BI DiI inh: inhibitors of SR-BI mediated HDL lipid uptake, primary screen, ldlA[mSR-BI] cells, fluorescence, single point; Scavenger receptor class B member 1 (Mus musculus), Q61009; ldlA[mSR-BI] CHO cells, DiI-HDL uptake fluorescence, 3 h; inhibition, % at 12.5 µM; actives 0.96% (n = 320,000); AID 488896, 2010;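 active = mean replicate inhibition of at least 70% and a set share of replicates each scoring 70 or more; inconclusive = meets just one of the two criteria; inactive = fails both criteria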;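 also: 0% = median of neutral control wells and 100% = median of positive control wells; values of inactives mirror those of a sister screen read the other way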
cardiac RTF act: cardiac RTF calcium sensitivity activators, primary screen, biochemical, IANBD-TnC fluorescence, EC20 calcium | Troponin I, cardiac muscle (Homo sapiens) + Troponin T, cardiac muscle (Homo sapiens) + … | IANBD-labeled TnC RTF fluorescence at EC20 calcium; 0% EC20 calcium, 100% full calcium | activation, % at 7.2 µM | actives 0.24% (n = 340,000);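 active = activation above the mean over all tested compounds plus 3 SD, cut at about 30% in these data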;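 also: rise in fluorescence read as greater calcium sensitivity of cardiac thin filaments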
An asterisk follows results filed as active; ? = inconclusive; . = not tested or not shown; & = joins results of further samples.

smiles	MITF TRPM1 HTS	Wnt act	PvdQ inh	CDK5 inh	HTR5A ag ctr	SR-BI DiI-HDL act	dFosB act	Rtt109 HAT inh	SR-BI DiI inh	cardiac RTF act
O=C(CN1C(=O)S/C(=C\C=C\c2ccccc2)C1=O)Nc1ccc(C(=O)O)cc1	4	-1	7	2.8	2	.	-8	32	.	-7
O=C(c1ccc(C(=O)N2CCCCCC2)cc1)N1CCCCCC1	-2	.	-5	0.5	0	-16	-2	4	16	-2
Fc1ccccc1NC(=S)N1CCCCC1	5	.	-16	-2.7	10	44	-6	1	-44	4
O=C(COc1ccccc1)Nc1ccc(S(=O)(=O)NCc2ccco2)cc1	.	-4	-1	-1.7	-1	10	-4	7	-10	-2
CCC(Sc1nc2c(c(=O)n1CC)SC(C)C2)C(=O)OC (stereo not drawn)	.	0	-15	-2.7	1	-15	2	2	15	6
O=C(OCc1nnc(-c2ccc([N+](=O)[O-])cc2)o1)C1CC(=O)N(CCc2ccccc2)C1 (stereo not drawn)	-12	-4	9	-1.1	-2	1	-3	0	-1	-3
C=C(C)[C@@H]1CC=C(CO)CC1	4	2	4	0.4	1	10	0	2	-10	2
CNC(=O)OC(C)CNS(=O)(=O)c1ccc(C)cc1 (stereo not drawn)	-3	.	-4	0.3	-3	15	-7	6	-15	-5
CCCn1nc(NC(=O)c2cccs2)c2cc3cc(OC)ccc3nc21	22	.	2	15	9	-66	-11	-1	66	7
Cc1cccc(NC(=O)CC(C)(C)C)c1	-7	5	-15	0.8	1	21	3	-6	-21	-2
CCn1c(O)c2ccc(C(=O)N=NC(=O)c3ccccc3)cc2c1O	4	5	5	2.4	-7	-12	6	1	12	-1
CCC(=O)NC1=C(Nc2ccc(N)cc2)C(=O)c2ccccc2C1=O	13	34*	2	2.0	-2	0	-8	-12	0	9
O=C(Nc1ccccc1)c1cc(-n2cnnc2)ccc1Cl	1	.	3	-1.6	4	-9	3	-1	9	-4
O=C(CN1C(=O)S/C(=C\c2ccc(F)cc2)C1=O)NC1C=CS(=O)(=O)C1 (stereo not drawn)	2	0	1	0.2	-1	-2	13	?	2	-2
COC(C[C@H](O)C[C@@H](O)[C@H](C)OCc1ccccc1)OC	-2	-1	-16	0.4	10	21	1	-4	-21	0
COc1ccc2sc(-c3ccccc3OC)c(-c3ccc(OCCN(C)C)cc3)c2c1	-27	-2	-5	1.0	1	25	-1	8	-25	-5
Cc1cc(C)c(C)c(S(=O)(=O)N2CCCCC2C(=O)O)c1C (stereo not drawn)	1	-2	-18	-0.5	3	9	1	-9	-9	1
Cn1c(=O)c2c(ncn2CC(=O)N2CCCCCC2)n(C)c1=O	4	2	-7	-0.2	.	.	2	1	.	-5
CCOc1ccc(/C(O)=C2/C(=O)C(=O)N(c3ncccn3)C2c2ccc(C)cc2)cc1 (stereo not drawn)	.	3	-20	-10	3	-3	-4	-8	3	0
COc1ccc(-c2c3c(nc4sc5c(=O)[nH]c(C)nc5c24)CCC3)cc1	.	-12	-9	-0.1	5	-19	-3	-9	19	-7

(cont.)
smiles	MITF TRPM1 HTS	Wnt act	PvdQ inh	CDK5 inh	HTR5A ag ctr	SR-BI DiI-HDL act	dFosB act	Rtt109 HAT inh	SR-BI DiI inh	cardiac RTF act
CC(C)CCNC(=O)c1cnn2c(C(F)(F)F)cc(-c3ccco3)nc12	-1	.	-4	2.3	0	4	-3	-11	-4	2
Cc1ccccc1[C@@]1(C)ON(c2ccccc2C(F)(F)F)C1=O	-23	-3	-3	1.5	7	-1	0	3	1	-2
CCCNC(=O)c1ccc2c(c1)nc(C)n2-c1cccc(C)c1	2	1	-8	1.0	-4	-7	-5	-15	7	-1
O=C1C(=O)N(CCO)C(c2ccccc2)/C1=C(\O)c1ccccc1 (stereo not drawn)	7	-4	-7	-0.7	6	-4	-6	5	4	0
CCOc1ccc(S(=O)(=O)N(CC(=O)O)c2ccccc2)cc1	-2	.	-9	-0.7	13	8	-2	8	-8	4
Cc1cc(OCc2cc(C(=O)N(C)Cc3ccccn3)no2)cc(C)c1Cl	97*	?	-7	0.0	4	17	-21	6	-17	0
COc1cc2c(=O)n(CCCN3CCOCC3)c(=S)[nH]c2c(OC)c1OC	.	-3	5	-0.2	-2	12	-1	5	-12	2
Cc1cccc(N2CCN(C(=O)C3CCN(S(=O)(=O)c4c(C)noc4C)CC3)CC2)c1C	-10	-3	4	0.3	-1	-59	-8	9	59	-1
COc1cc(C(=O)NCCC(=O)N2CCC3(CC2)NCCc2[nH]cnc23)cc(OC)c1OC	2	-1	-6	-0.2	-2	-5	1	2	5	0
Cc1cc(C)n(CC2CC(=O)N(c3ccc(C)c(Cl)c3)C2=O)n1 (stereo not drawn)	8	-1	-4	-0.2	7	25	6	11	-25	1
N#CC1=C(N)N(c2ccccc2)C2=C(C(=O)CCC2)C1c1ccccc1 (stereo not drawn)	-4	-1	-3	-0.4	2	8	-4	-9	-8	0
O=c1[nH]c(=O)n([C@H]2C[C@H](O)[C@@H](CO)O2)cc1I	-15	14	-10	-1.6	1	4	5	-9	-4	4
Cn1cc(C(=O)Nc2ccc3c(c2)CCC3)cn1	29	.	1	-1.3	-2	2	-9	-8	-2	7
COC(=O)c1cc(S(=O)(=O)Nc2ccc(C)c(F)c2)c[nH]1	.	0	-7	1.3	5	18	-5	-3	-18	8
CC(Sc1nnnn1C1CCCCC1)C(=O)O (stereo not drawn)	-1	3	-3	-0.2	0	-3	1	-5	3	1
O=C(c1ccc2c(c1)CCN2S(=O)(=O)c1ccccc1)N1CCN(c2ccccc2)CC1	2	3	-8	-1.1	2	0	-4	7	0	4
COC(=O)c1cc(-c2ccc(NC(C)=O)cc2)nc2ccccc12	22	-3	-6	0.8	1	-32	-45	.	32	-3
O=S(=O)(CCN(CCS(=O)(=O)C(F)(F)F)CC1CCCO1)C(F)(F)F (stereo not drawn)	-2	.	-17	-1.9	-4	9	-19	-2	-9	20
CCOC(=O)c1ccc(N2CCCCC2)c(NS(=O)(=O)c2ccc(C)cc2)c1	.	3	-3	1.1	.	-3	-9	-14	3	.
CC(C)CN(C(=O)CSc1nnc(C2CC2)n1-c1ccccc1)C1CCS(=O)(=O)C1 (stereo not drawn)	4	2	-2	0.3	-4	4	-10	4	-4	-5

Other structures follow:
smiles	MITF TRPM1 HTS	Wnt act	PvdQ inh	CDK5 inh	HTR5A ag ctr	SR-BI DiI-HDL act	dFosB act	Rtt109 HAT inh	SR-BI DiI inh	cardiac RTF act
CC(=O)Oc1ccc(C(=O)Cc2ccccn2)c(O)c1	-3	.	8	-0.9	-2	2	-8	.	-2	-9
COc1ccc(Cn2nnnc2C(c2ccccc2Cl)N2CCC(C(N)=O)CC2)cc1 (stereo not drawn)	-5	.	-7	.	-1	-1	-4	3	1	-5
COc1ccc(OC)c(NC=C2C(=O)OC3(CCCCC3)OC2=O)c1	6	-5	-1	-1.0	-1	-31	-8	6	31	-5
O=C(Nc1nccs1)c1nc[nH]c1C(=O)NCc1ccccc1	22	-1	-9	1.0	2	31	8	-2	-31	11
O=C(NCCO)C(O)C(O)C(=O)NCCO (stereo not drawn)	0	0	-15	-2.7	0	6	3	4	-6	8
CCCN(c1ccc(C(C)C)cc1)S(=O)(=O)c1c(C)[nH]c(=O)[nH]c1=O	5	-2	-1	-0.5	1	8	-7	4	-8	-5
CCN(CC(=O)Nc1c(F)cccc1F)C(=O)c1cc(S(=O)(=O)N(CC)CC)ccc1N1CCCCC1	-22	-2	-9	3.1	-3	19	-10	11	-19	4
O=[N+]([O-])c1ccc(COc2cccnc2)cc1	17	-1	-3	0.7	-1	-2	0	0	2	4
CC1(C)CC(=O)C(C=NCC2CCNCC2)=C(O)C1	8	.	-2	-0.5	5	2	0	2	-2	3
COC(=O)CSc1nc(-c2ccccc2)c2c(c1C#N)CCCC2	13	.	-13	2.7	2	.	-4	1	.	0
CCN(CC)CCOC(=O)c1ccc(N/C=C(/C#N)c2nc(-c3cc4ccccc4oc3=O)cs2)cc1	-11	4	-12	1.9	6	29	39*	1	-29	-3
Cc1cccc(/C=C2\Sc3ccc(C(=O)N4CCCCC4)cc3N(C)C2=O)c1	-2	-2	-8	.	0	-28	-20	6	28	0
CC(C)(C)NC(=O)c1cnn(-c2ccccc2)c1NC(=O)c1ccccc1	11	.	-10	0.2	2	-6	-2	-3	6	-3
C/[N+]([O-])=C\C1C(=O)CC(C)(C)CC1=O	5	-3	-12	0.5	1	6	5	-19	-6	0
O=c1nc(NC2CCCC2)ccn1Cc1cccc(Br)c1	-7	.	7	-0.4	0	-13	-2	1	13	3
Nc1ncnc2c1ncn2[C@@H]1O[C@H](CNCC#Cc2ccccc2)[C@@H](O)[C@H]1O	26	.	-19	0.8	-4	8	-7	-9	-8	-2
CCCCn1c(SCC(=O)Nc2cc(C)on2)nc2cc(S(N)(=O)=O)ccc21	8	-1	3	-0.2	2	-3	-8	12	3	-1
COc1cc(CN2CCNC(=O)C2CC(=O)N(Cc2nccn2C)C(C)C)cc(OC)c1 (stereo not drawn)	-3	1	1	-1.6	-6	.	-6	0	.	0
O=C(Nc1ccc2[nH]ccc2c1)c1ccc(F)cc1	22	?	-17	3.4	1	-23	-11	3	23	10
Cn1cccc1C(=O)OCC(=O)NCc1ccc2c(c1)OCO2	5	1	-6	0.7	-3	8	-2	0	-8	6
O=C(OCc1nnc(-c2ccccc2)o1)C1CC(=O)N(Cc2ccco2)C1 (stereo not drawn)	3	-1	4	1.5	4	0	1	12	0	2
O=C(O)c1ccc(-n2nc(C(F)(F)F)c3c2CCCC3)cc1	-4	0&-10	-3&13	0.3&-1.7	-6&3	14&-57	3&-8	7&9	-14&57	0&-4
Cc1nc(SCC(=O)Nc2c(C)n(C)n(-c3ccccc3)c2=O)[nH]c(=O)c1C	4	.	-1	-0.6	1	33	1	10	-33	0

Bioassay records: PubChem BioAssay, several laboratories
